HTR1E antagonist = 5-HT1E receptor antagonists, primary screen, cell-based, HTS. AID 571, 2007. 5-hydroxytryptamine receptor 1E (Homo sapiens), P28566. actives 0.99% (n = 65,000). CHO 5-HT1E Ga15 NFAT-bla reporter, FRET, antagonist. inhibition, % at 6 µM;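 active means inhibition above a set limit, the mean inhibition across every tested compound plus 3 SD, cut at about 29% in these data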;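 further: signal is the 460 over 535 nm emission ratio of beta-lactamase substrate; 0% = agonist plus DMSO wells and 100% = wells without agonist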
Ecoli tolC = growth inhibitors of E. coli tolC mutant, primary screen, strain BW25113 ΔtolC::kan, 384-well; OD615; growth inhibition, % at 10 µM (by protocol); AID 573, 2007; actives 2.2% (n = 65,000);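 active means growth inhibition at or above a cutoff equal to the mean over every tested compound plus 3 SD, cut at about 60% in these data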;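 further: growth measured after 20 h incubation at 37 °C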
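Test system: tolC-deleted E. coli BW25113 | Medium: LB with kanamycin 50 µg/mL | Compound dosing: Single concentration, 10 µM final per compound | Schedule: 37 °C, 20 h exposure | Measured by: OD at 615 nm | Evaluation: Percent growth inhibition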
SF1 activator = activators of human SF-1, primary screen, cell-based, CHO-K1, Gal4-SF-1 LBD, luciferase luminescence; Steroidogenic factor 1 (Homo sapiens), Q13285; CHO-K1 Gal4-SF-1 LBD luciferase reporter; % increase over DMSO SF-1-specific signal; activation, % at 10 µM; actives 1.9% (n = 65,000);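 active means activation above the mean activation of all tested compounds plus 3 SD, cut at about 50% in these data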
Target sequence (Q13285 whole entry, looked up, the tested form may be a part): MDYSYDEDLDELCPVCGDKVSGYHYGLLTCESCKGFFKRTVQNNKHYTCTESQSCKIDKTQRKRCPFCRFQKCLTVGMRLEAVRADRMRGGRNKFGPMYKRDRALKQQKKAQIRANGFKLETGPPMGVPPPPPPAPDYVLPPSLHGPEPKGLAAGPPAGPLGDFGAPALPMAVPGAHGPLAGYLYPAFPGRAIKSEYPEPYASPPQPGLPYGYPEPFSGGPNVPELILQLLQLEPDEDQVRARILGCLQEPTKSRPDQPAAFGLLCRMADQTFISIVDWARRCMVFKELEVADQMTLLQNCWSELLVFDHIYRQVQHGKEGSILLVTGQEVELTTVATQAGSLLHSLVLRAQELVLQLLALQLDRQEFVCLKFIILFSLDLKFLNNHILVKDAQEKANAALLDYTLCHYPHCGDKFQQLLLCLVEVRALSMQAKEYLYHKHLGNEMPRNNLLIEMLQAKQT
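System: CHO-K1 cells with Gal4–hSF-1 LBD chimera plus Gal4-driven luciferase; quantity: 4,000 CHO-K1 cells per well; compound: one dose, 10 µM compound, 1% DMSO; times: 20 h compound treatment, 37 °C; measured by: SteadyLite luciferase luminescence; read-out: percent activation versus DMSO; benchmarks: DMSO and mock-transfected background; replicates: one test per compound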
RORa activator = activators of orphan receptor RORA, primary screen, cell-based, luminescence; Nuclear receptor ROR-alpha (Homo sapiens), P35398; CHO-K1 Gal4-RORA LBD luciferase reporter; percent increase over mock-subtracted basal signal; activation, % at 10 µM; actives 1.5% (n = 65,000); AID 560, 2006;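 active means activation above the mean of all tested compounds plus 3 SD, cut at about 49% in these data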;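 further: 0% = DMSO-treated RORA cells and 100% = added signal equal to DMSO minus mock-transfected cells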
Target sequence (P35398 whole entry, looked up, the tested form may be a part): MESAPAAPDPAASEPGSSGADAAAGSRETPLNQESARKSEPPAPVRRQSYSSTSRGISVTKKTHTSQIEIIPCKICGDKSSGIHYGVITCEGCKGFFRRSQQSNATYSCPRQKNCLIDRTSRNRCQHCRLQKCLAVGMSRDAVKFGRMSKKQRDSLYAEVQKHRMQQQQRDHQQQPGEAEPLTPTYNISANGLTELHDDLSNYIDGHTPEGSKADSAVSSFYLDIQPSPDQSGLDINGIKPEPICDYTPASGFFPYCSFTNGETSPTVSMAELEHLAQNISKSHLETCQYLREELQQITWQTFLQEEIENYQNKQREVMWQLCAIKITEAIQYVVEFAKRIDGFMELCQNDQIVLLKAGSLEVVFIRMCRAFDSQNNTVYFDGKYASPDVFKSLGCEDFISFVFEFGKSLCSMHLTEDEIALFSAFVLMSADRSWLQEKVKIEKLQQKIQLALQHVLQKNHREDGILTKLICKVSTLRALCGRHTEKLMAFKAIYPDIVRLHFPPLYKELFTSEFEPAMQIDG
S1P3 agonist = human S1P3 receptor agonists, primary screen, cell-based, primary and confirmation, NFAT-BLA reporter | Sphingosine 1-phosphate receptor 3 (Homo sapiens), Q99500 | S1P3 NFAT-BLA reporter cells, agonism, FRET ratio; relative to 1 µM S1P, basal subtracted | activation, % at 4.5 µM | actives 0.1% (n = 60,000);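 active means activation above the screen-wide mean plus 3 SD, cut at about 4.5% in these data, passing the limit was not always enough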; further: some compounds called inactive have numbers as strong as hits
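Assay system: stable CHO line with human S1P3, Gα16, NFAT-BLA reporter; Detection: FRET β-lactamase substrate fluorescence, excitation 405 nm, 460/535 nm emission ratio, background-subtracted; Read-out: percent activation versus median 1 µM S1P response, basal-subtracted, per plate; Incubation: cells plated overnight, compound 4 h 37 °C, substrate 2 h RT.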
5HT1E ag = 5-HT1E receptor agonists, primary screen, cell-based, HTS; CHO 5-HT1E Ga15 NFAT-bla reporter, FRET; 0% DMSO wells, 100% control agonist wells; actives 0.69% (n = 65,000); activation, % at 6 µM; AID 574, 2007;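 active means activation above a set limit, the screen-wide mean activation plus 3 SD, cut at about 8.5% in these data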;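 further: 100% = positive control agonist at 1 µM giving full maximal response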
AP ELISA ortho = alternative complement pathway inhibitors, primary screen, biochemical, ELISA, human serum, orthogonally pooled compounds | LPS-coated ELISA, C3 deposition; tested in compound mixtures | AID 1235, 2008 | actives 0.08% (n = 62,000) | inhibition, % at 5 µM;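 active means inhibition above 30% in each of the two pooled mixtures holding the compound, so the lower value exceeds 30%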;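 further: 0% = serum in Mg-EGTA without compound and 100% = EDTA serum blank; some compounds past the cut are filed as inactive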
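Assay system: human serum alternative complement pathway, C3 deposition on LPS-coated wells; Dosing: 5 µM per compound in ten-compound mixtures; Detection: Anti-C3 ELISA, OD 450 nm; Buffer or medium: Mg2+-EGTA GVB++ buffer containing human serum at 1:15 dilution; Timing: 1 h at 37 °C; Replication: two different pools per compound.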
5HT1a antag = human 5-HT1a receptor antagonists, primary screen, cell-based, CHO, Ga15 NFAT-bla reporter; inhibition, % at 10 µM; 5-hydroxytryptamine receptor 1A (Homo sapiens), P08908; CHO 5-HT1a Ga15 NFAT-bla reporter, antagonist mode; actives 0.68% (n = 62,000); AID 612, 2007;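 active means inhibition above the mean of all tested compounds plus 3 SD, cut at about 43% in these data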;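 further: receptor stimulated by 5-CT agonist at 100 nM near EC80; beta-lactamase reporter measured by ratiometric fluorescence of a cleavable substrate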
S1P1 ag-PAM = S1P1 agonists and agonism potentiators, primary screen, cell-based, primary and confirmation screens, CRE-bla reporter. S1P1 CRE-bla cells, forskolin, beta-lactamase FRET, potentiator mode; S1P1 agonist co-added at EC20, 2 nM; 100% = saturating reference agonist, 0% = basal. activation, % at 9.5 µM. Sphingosine 1-phosphate receptor 1 (Homo sapiens), P21453. AID 449, 2006. actives 0.57% (n = 56,000);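 active means activation above a cutoff set at the mean activation of all tested compounds plus 3 SD, cut at about 54% in these data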;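 further: forskolin at 4 µM as EC80 and the EC20 agonist is SEW2871; 100% = SEW2871 at its EC100 plus forskolin at EC80; some compounds past the cut are filed as inactive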
The depositor's hits bear a star; x = no result given.

Start of the data: the first three compounds as a preview:
1	CCCn1nnc(NC(=O)c2ccc(-c3ccccc3)cc2)n1
2	COc1cc(S(=O)(=O)N2CCN(C)CC2)c(OC)cc1Br
3	O=C(Cn1cnc2c(cnn2-c2ccc(Cl)cc2)c1=O)NCCc1ccccc1
entry no.	1	2	3
HTR1E antagonist	14	-4	-5
Ecoli tolC	-12	1	-10
SF1 activator	2	6	-16
RORa activator	25	-19	-16
S1P3 agonist	-1.0	0.9	-0.3
5HT1E ag	-0.3	-0.1	0.2
AP ELISA ortho	7	10	7
5HT1a antag	0	x	-6
S1P1 ag-PAM	5	6	-8

The listing (from the top)
1	CCCn1nnc(NC(=O)c2ccc(-c3ccccc3)cc2)n1
2	COc1cc(S(=O)(=O)N2CCN(C)CC2)c(OC)cc1Br
3	O=C(Cn1cnc2c(cnn2-c2ccc(Cl)cc2)c1=O)NCCc1ccccc1
4	Cn1c(=O)cc(OCCCC(=O)Nc2ccccn2)c2ccccc21
5	Cc1cc(C)nc(Nc2nc3ccccc3[nH]2)n1
6	O=C(Nc1cccc(O)c1)C1CCCN1C(=O)OCc1ccccc1 (centres undefined)
entry no.	1	2	3	4	5	6
HTR1E antagonist	14	-4	-5	5	-7	-12
Ecoli tolC	-12	1	-10	6	7	0
SF1 activator	2	6	-16	1	49	8
RORa activator	25	-19	-16	-16	15	-3
S1P3 agonist	-1.0	0.9	-0.3	-1.2	-0.5	-0.7
5HT1E ag	-0.3	-0.1	0.2	0.0	0.2	0.5
AP ELISA ortho	7	10	7	-1	1	x
5HT1a antag	0	x	-6	9	-8	5
S1P1 ag-PAM	5	6	-8	-24	x	-44

A few values from the list.
For 5HT1E ag, cpd 5 is listed with 0.2
For RORa activator, cpd 2 is listed with -19
For S1P3 agonist, cpd 3 is listed with -0.3
For 5HT1E ag, cpd 4 is listed with 0.0

The listing continues:
7	COc1ccc(S(=O)(=O)Cc2ccc(C(=O)N3CCOCC3)o2)cc1
8	Nc1nc(-c2cccnc2)nn1C(=O)Cc1ccccc1
9	Cc1ccc(Cc2cnc(N)s2)o1
10	CC1(C)NC(=O)N(CC(O)COc2ccc(-c3ccc(C#N)cc3)cc2)C1=O (centres undefined)
11	N#Cc1nc(COc2cccc(Cl)c2)oc1NCc1ccco1
12	CCOc1ccc(OCC)c(NC(=O)CN2CCN(c3cccc(C)c3)CC2)c1
entry no.	7	8	9	10	11	12
HTR1E antagonist	5	-7	6	8	1	5
Ecoli tolC	-11	-8	2	16	46	11
SF1 activator	-5	4	6	6	40	-15
RORa activator	6	-18	-3	8	66*	9
S1P3 agonist	-0.6	1.5	x	-1.0	-1.2	x
5HT1E ag	1.0	-0.3	-0.3	-1.6	0.5	1.0
AP ELISA ortho	14	-6	5	1	10	9
5HT1a antag	9	4	7	-12	15	2
S1P1 ag-PAM	8	-5	x	16	3	x

One compound at a time, as listed above.
COc1ccc(S(=O)(=O)Cc2ccc(C(=O)N3CCOCC3)o2)cc1 is listed as HTR1E antagonist: 5; Ecoli tolC: -11; SF1 activator: -5; RORa activator: 6; S1P3 agonist: -0.6; 5HT1E ag: 1.0; AP ELISA ortho: 14; 5HT1a antag: 9; S1P1 ag-PAM: 8
CCOc1ccc(OCC)c(NC(=O)CN2CCN(c3cccc(C)c3)CC2)c1 is listed as HTR1E antagonist: 5; Ecoli tolC: 11; SF1 activator: -15; RORa activator: 9; S1P3 agonist: x; 5HT1E ag: 1.0; AP ELISA ortho: 9; 5HT1a antag: 2; S1P1 ag-PAM: x
N#Cc1nc(COc2cccc(Cl)c2)oc1NCc1ccco1 is listed as HTR1E antagonist: 1; Ecoli tolC: 46; SF1 activator: 40; RORa activator: 66*; S1P3 agonist: -1.2; 5HT1E ag: 0.5; AP ELISA ortho: 10; 5HT1a antag: 15; S1P1 ag-PAM: 3

Carrying on:
13	O=C(Nc1nc(-c2ccccn2)cs1)c1ccc(Cl)s1
14	Cn1nc(C(C)(C)C)cc1C(=O)NCc1ccc(N2CCCC2=O)cc1
15	CC(=O)C1=C(O)C(=O)N(CCc2c[nH]c3ccccc23)C1c1cccc(O)c1 (centres undefined)
16	Brc1cccc(-c2nc(-c3ccncc3)no2)c1
17	CCOc1ccccc1N1C(=O)c2cccnc2C1=O
18	O=S1(=O)c2cccc3cccc(c23)N1Cc1nnc(-c2ccccc2Br)o1
entry no.	13	14	15	16	17	18
HTR1E antagonist	44*	1	-1	9	3	21
Ecoli tolC	100*	-13	4	-1	-11	8
SF1 activator	-95	-69	-8	60*	16	-37
RORa activator	-65	-86	-11	47	-8	-20
S1P3 agonist	-1.6	-0.9	x	-0.7	-0.7	-1.3
5HT1E ag	1.3	0.6	1.3	0.4	0.0	-0.2
AP ELISA ortho	21	11	13	-4	9	15
5HT1a antag	28	0	-4	-6	5	14
S1P1 ag-PAM	50	56*	x	x	-15	49

19	CCC1Oc2ccc(C)cc2N(CC(=O)NCCN2CCCCCC2)C1=O (centres undefined)
20	COC(=O)NC1CCS(=O)(=O)C1 (centres undefined)
21	Cc1ccc(Cn2nnc3c(=O)n(CC(=O)N4CCN(c5ccccc5)CC4)cnc32)cc1
22	COc1cccc(NC(=O)C(C)Oc2ccccc2)c1 (centres undefined)
23	C/C=C/c1ccc(OC)c(OC(C)=O)c1
24	CC(C)CCSc1nc2c(c(=O)[nH]c(=O)n2C)n1CCCc1ccccc1
entry no.	19	20	21	22	23	24
HTR1E antagonist	-3	-1	9	3	-5	-5
Ecoli tolC	-6	-6	7	-7	-2	23
SF1 activator	6	-1	12	18	-6	12
RORa activator	-16	5	-17	-6	3	14
S1P3 agonist	-0.9	-0.7	0.4	-1.3	-0.4	-0.2
5HT1E ag	0.5	0.9	-0.1	1.0	-0.1	1.1
AP ELISA ortho	18	14	x	8	-16	9
5HT1a antag	-4	1	6	-13	-6	-6
S1P1 ag-PAM	-25	6	6	-17	3	-18

25	N#Cc1cn(CC(=O)NCCc2c[nH]c3ccccc23)c2ccccc12
26	COC(=O)c1cc(OC)c(OC)cc1NC(=O)Nc1ccc(OC)cc1OC
27	O=C(NCc1ccc(F)cc1)c1cccc(S(=O)(=O)N2CCCC2)c1
28	CCOC(=O)c1c(NCc2ccc3c(c2)OCO3)c2ccccc2[nH]c1=O
29	CC1C=Cc2ccccc2N1C(=O)c1ccccc1 (centres undefined)
30	COc1ccc(OC)c(NC(=O)CS(=O)(=O)Cc2nc(-c3ccccc3C)oc2C)c1
entry no.	25	26	27	28	29	30
HTR1E antagonist	-4	-10	10	-10	-7	6
Ecoli tolC	28	-1	-6	18	13	14
SF1 activator	-7	-3	19	31	1	6
RORa activator	1	-22	17	10	2	7
S1P3 agonist	0.9	-1.1	-1.1	-1.2	0.8	-1.2
5HT1E ag	-0.1	-0.3	-1.5	0.0	-0.4	0.4
AP ELISA ortho	9	9	-9	9	0	-10
5HT1a antag	10	4	-1	5	13	2
S1P1 ag-PAM	-20	2	9	-4	-9	10

31	O=C(CNC(=O)c1ccco1)NCC(=O)OCc1ccccc1Br
32	Cc1cccc(-n2c(=O)cc(N3CCN(c4ccc(F)cc4)CC3)[nH]c2=O)c1
33	O=C(Nc1ccc(F)cc1)c1ccc(S(=O)(=O)NCC2CCCO2)cc1 (centres undefined)
34	O=C(CCc1nc2ccccc2[nH]1)Nc1ccccc1
35	Cc1ccc(C(=O)Nc2cccc(C(=O)O)c2)cc1S(=O)(=O)N1CCCCC1
36	COCCCn1c(SCc2cc(=O)[nH]c3ccccc23)nnc1-c1ccco1
entry no.	31	32	33	34	35	36
HTR1E antagonist	4	-5	4	-10	5	-9
Ecoli tolC	-3	-4	-3	-4	10	-13
SF1 activator	-8	11	3	-4	-11	-18
RORa activator	-16	35	10	-15	-8	-5
S1P3 agonist	-0.9	0.6	-1.0	-1.0	-0.4	1.1
5HT1E ag	-0.4	1.0	-0.6	-1.2	0.0	0.4
AP ELISA ortho	9	-18	-2	5	8	9
5HT1a antag	-6	-9	-1	-4	-6	-7
S1P1 ag-PAM	x	-26	14	-16	-10	3

37	COc1ccc(S(=O)(=O)N2CCSC2c2ccc(OC)c(OC)c2)cc1 (centres undefined)
38	CC1CCCCN1C(=O)CSc1ccc(-c2ccc(F)cc2)nn1 (centres undefined)
39	O=C(NC1=NCCS1)C1CC2CCC1C2 (centres undefined)
40	O=C(Nc1cccc(NC(=O)c2ccc(-c3cccc(Br)c3)o2)c1)c1ccco1
41	C=CCn1c(SCC(=O)/C(C#N)=C(\C)N)nnc1C1CCCCC1
42	Cn1c(Cc2cccs2)n[nH]c1=S
entry no.	37	38	39	40	41	42
HTR1E antagonist	-2	2	-4	-5	10	6
Ecoli tolC	10	19	14	33	-8	-10
SF1 activator	-2	33	2	-12	-8	18
RORa activator	-1	-8	-8	-6	5	0
S1P3 agonist	-0.6	-1.2	-1.3	0.1	-0.1	-0.8
5HT1E ag	0.0	1.0	-0.8	-0.1	-1.3	-2.1
AP ELISA ortho	20	16	1	4	22	15
5HT1a antag	-5	-14	5	17	10	19
S1P1 ag-PAM	-13	-1	-7	2	-3	3

43	Cc1cc(NC(=O)c2c(F)c(F)c(F)c(F)c2F)no1
44	CCOc1ccccc1NC(=O)CC1NCCNC1=O (centres undefined)
45	Cc1cc(C(F)(F)F)c2c(N)c(C(=O)Nc3cc(C)on3)sc2n1
46	Cc1nc2nc(COc3ccccc3)[nH]n2c(=O)c1Cl
47	O=[n+]1cc(-c2ccc(F)cc2)n([O-])c2c1CCC2
entry no.	43	44	45	46	47
HTR1E antagonist	8	1	9	-6	1
Ecoli tolC	-20	3	-11	1	-9
SF1 activator	-2	4	46	-6	-4
RORa activator	2	-17	8	-26	23
S1P3 agonist	-1.0	0.1	-0.6	-0.5	-1.2
5HT1E ag	-0.5	-0.4	-1.4	0.4	0.5
AP ELISA ortho	3	8	6	-1	23
5HT1a antag	-6	-6	16	-5	2
S1P1 ag-PAM	x	-9	6	-13	-14

Compounds were not picked by outcome; overall some 7.1% were active at least once.
